# Source: PubChem BioAssay
# MDM2 E3 inh: Mdm2 E3 ligase (human) inhibition | Q00987 | cell-based MDM2 ubiquitination luciferase reporter, 2 h; 0 = plate control, 100 = twice control, blank-subtracted | signal enhancement, % at 5 µM | 210,000 tested, 0.11% active | AID 1230;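 active = signal enhancement of 30% or more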;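 note: luminescence tracks abundance of the self-degrading MDM2-luciferase fusion protein; higher signal means inhibition of MDM2 E3 ligase activity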
#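 system = mammalian cells stably expressing self-ubiquitinating, self-degrading MDM2 E3–luciferase fusion | quantity = 2000 cells per well seeded | incubation = 4 h cell settling then 2 h compound exposure, 37 °C | signal = SteadyLite luminescence, 15 min reagent step | benchmarks = plate control and blank wells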
# KCC2 mod: KCC2 (human) Cl- transport modulation; B-score of Tl+ flux slope (higher = more flux/activation; lower = inhibition) at 10 µM; Q9H2X9; 190,000 tested, 2.2% active; KCC2 cells, thallium flux FluoZin-2 fluorescence;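 active = thallium flux slope and its plate-corrected score both differing from the plate sample mean at a set confidence after two filtering rounds, in either direction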;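 note: slope of fluorescence scaled to starting intensity during 10 to 20 s after thallium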
# eIF4E-4G inh: eIF4E/eIF4G interaction inhibition in translation initiation; TR-FRET eIF4E-eIF4GI(517-606) binding, 2 h; P63073+Q04637; inhibition, % at 21.7 µM; AID 782; 220,000 tested, 0.37% active;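 active = inhibition above about 30%, limit read from the data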;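 note: 0% = full FRET control wells and 100% = background wells lacking eIF4GI fragment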
# Target sequence (P63073 whole entry, looked up, the tested form may be a part): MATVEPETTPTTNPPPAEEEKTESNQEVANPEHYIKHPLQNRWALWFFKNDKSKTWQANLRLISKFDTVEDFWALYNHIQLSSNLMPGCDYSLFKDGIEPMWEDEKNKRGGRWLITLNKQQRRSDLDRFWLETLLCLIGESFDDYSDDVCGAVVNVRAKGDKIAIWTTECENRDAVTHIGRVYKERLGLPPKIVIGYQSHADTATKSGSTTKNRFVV
# Target sequence (Q04637 whole entry, looked up, the tested form may be a part): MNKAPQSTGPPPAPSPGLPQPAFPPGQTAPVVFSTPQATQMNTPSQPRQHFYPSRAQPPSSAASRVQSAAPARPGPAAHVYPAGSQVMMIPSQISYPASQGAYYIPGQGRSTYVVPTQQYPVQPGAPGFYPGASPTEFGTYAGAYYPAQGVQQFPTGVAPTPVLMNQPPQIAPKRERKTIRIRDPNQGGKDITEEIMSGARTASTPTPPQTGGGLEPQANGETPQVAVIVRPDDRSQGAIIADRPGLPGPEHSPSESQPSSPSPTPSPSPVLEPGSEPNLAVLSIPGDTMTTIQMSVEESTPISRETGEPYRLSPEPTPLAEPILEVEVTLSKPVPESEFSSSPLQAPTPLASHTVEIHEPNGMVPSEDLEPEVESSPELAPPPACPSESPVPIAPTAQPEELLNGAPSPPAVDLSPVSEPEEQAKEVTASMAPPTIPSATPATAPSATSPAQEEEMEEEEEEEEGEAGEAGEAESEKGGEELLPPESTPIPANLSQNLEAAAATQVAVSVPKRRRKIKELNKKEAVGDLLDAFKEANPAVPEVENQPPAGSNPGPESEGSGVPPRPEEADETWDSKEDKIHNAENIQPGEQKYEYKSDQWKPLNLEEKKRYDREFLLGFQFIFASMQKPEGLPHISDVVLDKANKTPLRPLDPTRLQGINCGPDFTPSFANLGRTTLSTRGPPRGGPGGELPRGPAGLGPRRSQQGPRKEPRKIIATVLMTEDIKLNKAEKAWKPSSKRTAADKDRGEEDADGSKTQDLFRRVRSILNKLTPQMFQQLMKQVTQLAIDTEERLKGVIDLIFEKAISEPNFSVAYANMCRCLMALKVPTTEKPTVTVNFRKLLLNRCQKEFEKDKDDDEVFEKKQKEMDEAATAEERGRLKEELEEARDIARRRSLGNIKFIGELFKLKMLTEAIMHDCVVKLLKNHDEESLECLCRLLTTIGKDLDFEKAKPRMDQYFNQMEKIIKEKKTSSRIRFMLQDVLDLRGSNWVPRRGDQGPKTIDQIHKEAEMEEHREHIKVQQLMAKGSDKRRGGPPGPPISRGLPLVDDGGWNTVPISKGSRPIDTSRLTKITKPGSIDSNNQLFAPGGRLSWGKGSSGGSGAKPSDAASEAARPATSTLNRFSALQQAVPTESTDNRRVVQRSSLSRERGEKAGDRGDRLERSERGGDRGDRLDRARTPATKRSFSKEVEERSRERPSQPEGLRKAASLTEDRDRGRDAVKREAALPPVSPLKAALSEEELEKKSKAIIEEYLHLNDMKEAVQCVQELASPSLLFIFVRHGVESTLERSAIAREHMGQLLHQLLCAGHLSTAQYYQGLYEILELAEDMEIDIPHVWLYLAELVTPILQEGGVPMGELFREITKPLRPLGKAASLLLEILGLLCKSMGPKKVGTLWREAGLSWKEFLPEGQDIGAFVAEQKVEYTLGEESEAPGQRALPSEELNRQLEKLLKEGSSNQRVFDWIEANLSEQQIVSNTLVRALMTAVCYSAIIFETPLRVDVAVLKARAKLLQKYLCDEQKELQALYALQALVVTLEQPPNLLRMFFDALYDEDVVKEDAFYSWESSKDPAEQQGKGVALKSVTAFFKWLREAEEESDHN
# TNF death inh: TNF-alpha cell death inhibition in Jurkat FADD-/- cells. AID 463075. 220,000 tested, 0.068% active. activation (protection from cell death), % at 10 µM. Jurkat FADD-/- TNF necroptosis rescue, ATP luminescence, 24 h; 0 = TNF only, 100 = no-TNF cells;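 active = activation, meaning protection from cell death, of at least 50% relative to plate controls; inactive = activation below 50%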;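 note: necroptosis triggered by 40 ng/mL TNF-alpha added together with compound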
# L929 necroptosis: L929 zVAD cell death inhibition; viability rescue, % at 10 µM; AID 1377; 220,000 tested, 0.38% active; L929 zVAD necroptosis rescue, ATP luminescence, 24 h; with zVAD 60 µM;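 active = activation, scaled between plate controls, above about 75%, limit read from the data; inactive = activation under that limit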;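 note: 0% = zVAD with DMSO and 100% = DMSO alone without zVAD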
# Rad51 HR inh: Rad51 (human) homologous recombination inhibition; Q06609; hRad51 DNA strand exchange, fluorescence dequenching; inhibition, % at 10 µM; 200,000 tested, 0.085% active; AID 1385;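 active = inhibition above 40% at the single screening dose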;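 note: 0% = DMSO control wells and 100% = blanks with heterologous ssDNA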
#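 Test system: preformed human Rad51 ssDNA filaments; also added: Donor/quencher-labelled 47-bp dsDNA substrate; doses: 10 µM final, single point; times: 37 °C 15-min filament assembly, 30-min compound preincubation, 15-min exchange; detection: FRET fluorescence dequenching, excitation 485 nm, emission 520 nm; read-out basis: Fluorescence-based percent inhibition, control- and blank-normalised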
# EBV gp42 block: EBV gp42 inhibition. Fluorescence polarization binding assay, mP read-out. inhibition, % (tested at 21.74 µM). 220,000 tested, 0.42% active; in the data active = inhibition above about 50%
# PERK inhibitor: human PERK inhibition, primary cell-based screen; CHO PERK-DD fusion, SEAP luminescence translation reporter; 220,000 tested, 0.17% active; inhibition, % at 5.6 µM;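 active = inhibition above the mean inhibition of all tested compounds plus 3 SD, set separately per screening campaign, cut at about 2.9% in these data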;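 note: PERK kinase domain activated by AP20187 dimerizer at 100 nM; 0% = DMSO with dimerizer and 100% = rapamycin at 8.4 µM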
# Calpain2 inh: blocks pig calpain II enzyme activity; purified calpain II, fluorogenic peptide substrate, 30 min; 220,000 tested, 0.37% active; inhibition, % at 16 µM; AID 1236;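 active = inhibition above about 50%, limit read from the data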
# Active calls of the source: *; / = not tested or not shown; [ ] = another dose, or the depositor's remark. An unsorted share of the library, and some 3.6% of all compounds hit somewhere here.
# A first look:
SMILES,MDM2 E3 inh,KCC2 mod,eIF4E-4G inh,TNF death inh,L929 necroptosis,Rad51 HR inh,EBV gp42 block,PERK inhibitor,Calpain2 inh
O=C(NCCNS(=O)(=O)c1cccc(C(F)(F)F)c1)c1cc(OCC(F)(F)F)ccc1OCC(F)(F)F,1,1.3,2,-1.8,0.2,-6,-18,1.4,9
O=C(c1ccc2ccccc2c1)N1CCN(c2ccc([N+](=O)[O-])c(N3CCOCC3)c2)CC1,-17,/,-5,-3.1,-0.6,4,1,1.9,-29
CCn1c(=N)c(S(=O)(=O)c2ccc(Cl)cc2)cc2c(=O)n3ccccc3nc21,-1,/,-3,0.3,0.2,-317,-9,0.6,-268
Cc1cccc2cc(CN(Cc3ccco3)C(=O)NC3CCCCC3)c(=O)[nH]c12,1,-0.64,5,-1.6,0.6,-8,-3,-0.6,-15

# The listing (from the top)
SMILES,MDM2 E3 inh,KCC2 mod,eIF4E-4G inh,TNF death inh,L929 necroptosis,Rad51 HR inh,EBV gp42 block,PERK inhibitor,Calpain2 inh
O=C(NCCNS(=O)(=O)c1cccc(C(F)(F)F)c1)c1cc(OCC(F)(F)F)ccc1OCC(F)(F)F,1,1.3,2,-1.8,0.2,-6,-18,1.4,9
O=C(c1ccc2ccccc2c1)N1CCN(c2ccc([N+](=O)[O-])c(N3CCOCC3)c2)CC1,-17,/,-5,-3.1,-0.6,4,1,1.9,-29
CCn1c(=N)c(S(=O)(=O)c2ccc(Cl)cc2)cc2c(=O)n3ccccc3nc21,-1,/,-3,0.3,0.2,-317,-9,0.6,-268
Cc1cccc2cc(CN(Cc3ccco3)C(=O)NC3CCCCC3)c(=O)[nH]c12,1,-0.64,5,-1.6,0.6,-8,-3,-0.6,-15
C[C@H](NC(N)=O)C(=O)Nc1ccc2c(c1)OCO2,-14,-0.013,4,4.0,0.7,5,-12,1.4,-27
COc1ccc(-c2cn3ccccc3n2)cc1,-46,0.25,5,-16,-1.6,-2,-8,-0.2,-103
CCOC(=O)C1CCN(C(=O)CSc2n[nH]c(=O)[nH]c2=O)CC1,-36,/,-6,-1.0,-1.0,-6,-19,2.7,-30
O=C(CSc1nnnn1-c1ccccc1F)NNC(=O)c1ccco1,-7,-0.37,2,0.8,4.6,-4,1,-0.4,1
CC(/C=N/Nc1nc(C)cc(=O)[nH]1)=C\c1ccccc1,-11,-0.52,-5,2.9,2.5,2,-8,1.3,-22
NC(=S)N/N=C/c1ccccc1OCCSc1ccc(Cl)cc1,-4,1.6,-1,-6.7,-1.4,9,2,0.1,37
COc1ccc(Nc2ncnc3c2oc2ccccc23)cc1,-11,/,4,-3.9,74,2,-20,-0.6,19
FC(F)(F)c1ccc(Cl)c(-n2c(-c3cc(-c4ccco4)[nH]n3)n[nH]c2=S)c1,-4,0.098,-6,1.9,0.0,6,3,0.3,-9
O=C(NNC(=O)c1sccc1-n1cccc1)Nc1ccc(F)cc1,14,-0.079,-1,1.7,4.6,3,-1,0.9,-6
FC(F)(F)c1nnc2sc(-c3cccs3)nn12,-4,0.99,0,-1.7,0.1,2,-14,1.5,-23
COc1ccc(O[C@H]2C=C[C@@H](c3ccccc3)O[C@@H]2CO/N=C(\C)CCN2CCc3nc(-c4ccccc4)c(-c4ccccc4)cc3C2)cc1,/,-0.059,-1,3.2,2.3,/,-27,-0.7,-55
O=C1/C(=C/c2ccccc2)SC(=S)N1C1CCS(=O)(=O)C1 (stereo unspecified),-11,0.12,0,2.9,-0.1,/,-16,1.8,-21
Cc1ccc(S(=O)(=O)N2CCCCC2)cc1NC(=O)CSc1nnc(N)s1,-4,0.038,2,-0.4,2.0,1,-13,1.1,-27
Cc1ccc(CC(=O)Nc2ccc(F)c([N+](=O)[O-])c2)cc1C,-1,-1,-3,10,1.6,-1,-10,0.2,20
O=S(=O)(c1ccccc1Cl)N1CCCC(c2nc(-c3cccnc3)no2)C1 (stereo unspecified),-11,/,-7,0.1,1.0,-2,-14,0.3,-12
Brc1cccc(-c2nnc3sc(CNCc4ccco4)cn23)c1,-6,-0.36,1,0.8,0.3,3,-15,1.4,-30
C/C(N)=C(/C#N)C(=O)CSc1nc2cc(Cl)ccc2s1,11,/,-9,-1.3,-0.4,6,4,-0.4,-164
Cc1nc2ccc(-c3ccccc3)cc2o1,-21,0.19,-5[fluorescence artefact?],-3.5,0.6,4,-16,-0.7,-47
Cc1cccc(C)c1NC(=O)N1CCN(C2CCCCC2)CC1,6,0.031,1,0.0,-0.1,-4,-6,0.2,-2
COc1ccc(S(=O)(=O)Nc2cccc(S(=O)(=O)N3CCCCCC3)c2)cc1,1,-0.47,4,-1.1,1.1,-6,-17,0.3,17
COCCNC(=O)C(c1ccc(C)o1)N(Cc1cccs1)C(=O)c1snc(C(N)=O)c1N (stereo unspecified),0,1.3,-11[fluorescence artefact?],-3.9,-0.5,-8,-15,-0.2,-239
# Next section:
SMILES,MDM2 E3 inh,KCC2 mod,eIF4E-4G inh,TNF death inh,L929 necroptosis,Rad51 HR inh,EBV gp42 block,PERK inhibitor,Calpain2 inh
CCn1c2ccccc2c2nnc(SCC(=O)Nc3ccc4c(c3)OCO4)nc21,-9,/,-7,0.7,1.7,-1,-19,-0.9,5
CCOc1ccc(-c2nnc(N)s2)cc1,-15,0.63,1,-2.2,0.0,5,5,1.2,-36
Cn1c(-c2ccccc2)cnc1SCC(N)=O,-12,0.16,1,-3.3,-0.1,-9,-5,0.8,13
Cc1cc(SCC(=O)c2ccccc2)nc(SCC(=O)c2ccccc2)n1,-22,-0.38,6,-0.7,-0.2,-8,-23,-0.9,25
C/C(=N\NS(=O)(=O)c1ccccc1)c1ccc2c(c1)OCO2,-2,0.82,1,0.8,2.4,-1,-14,0.4,2
Cc1nn(Cc2ccccc2)c2sc(C(=O)NCc3cccnc3)cc12,-8,-2.5,-5,-7.4,-0.1,4,2,0.1,4
CCOC(=O)N1CCN(C(=O)CSc2ccc(-c3cccnc3)nn2)CC1,-18,0.089,-3,1.1,2.3,-4,-15,0.0,-17
CCNC(=S)NNC(=O)c1ccoc1C,-19,/,-2[fluorescence artefact?],-0.3,1.2,-8,-8,0.3,-1
CCOC(=O)N1CCN(C(=O)C2COc3ccccc3O2)CC1 (stereo unspecified),-23,0.67,-1[fluorescence artefact?],0.3,0.1,-12,-14,0.1,-4
C=CCNC(=O)CSc1nnc(C(CC)N(C)C)n1C1CCCCC1 (stereo unspecified),-16,0.22,0,3.3,0.0,17,-4,1.0,-19
COc1ccc(/C=C\C(=O)NCC(=O)N/N=C/c2ccc(O)cc2O)cc1,-5,0.91,-1,-1.2,0.7,/,8,0.4,7
CNC(=O)C(=O)N/N=C/c1ccccn1,-9,-1.5,1,-0.8,-0.7,0,1,-0.1,23
COc1ccc(-c2c(C#N)c(N)nc3c2c(=O)n(C)c(=O)n3C)cc1Cl,/,-0.35,/,-2.5,-1.3,1,/,0.6,/
O=C(Nc1ccc(-c2csc(Nc3cccc(C(F)(F)F)c3)n2)cc1)c1cc([N+](=O)[O-])cc(C(F)(F)F)c1,10,0.41,-1,7.2,6.6,-3,-20,/,-67
COc1ccc2nc(C)cc(C(=O)O)c2c1,-10,-2.1,-6,-2.0,-0.2,-3,2,0.7,-334
COC(=O)C1=C(C)NC(=O)CC1c1cc(Br)ccc1F (stereo unspecified),2,-0.1,-4[fluorescence artefact?],0.0,0.6,-4,-17,-0.4,-9
COc1ccc(OC)c(-n2c(N)c(C(=O)NCC3CCCO3)c3nc4ccccc4nc32)c1 (stereo unspecified),-17,-0.28,0,-8.6,69,-2,10,-1.0,-143
COc1n[nH]c2nncnc12,0,0.84,-1,-4.6,0.0,-2,-12,0.3,18
Cc1cc(NC(=O)CCN2C(=O)C3C4CCC(C4)C3C2=O)cc(C)c1Br (stereo unspecified),13,-1.1,10[fluorescence artefact?],1.4,4.9,7,-14,-0.5,-21
Cc1cc(C)cc(-c2nnc(SCc3ccc(C(=O)O)cc3)o2)c1,-16,-0.79,-3,3.5,-0.7,/,-15,1.0,-22
CCn1c(=O)cc(SCC(=O)Nc2ccc(OC)c(OC)c2)c2ccccc21,-7,-1.8,9,-4.3,-0.4,4,-10,-0.7,-52
CCN1CCCc2cc(CN(CCN3CCOCC3)C(=S)Nc3ccccc3C)ccc21,-11,-0.083,0,1.1,1.1,-3,-4,0.0,-40
O=C(N1CCCCC1)N1CCN(C(=O)N(c2ccccc2)c2ccccc2)CC1,0,-1.2,1,-2.4,-0.3,-3,-11,-1.1,5
Cc1ccc(N=C2NC(=O)c3cccc([N+](=O)[O-])c32)cc1,-13,0.4,-2,-1.5,-0.1,-3,16,0.4,24
COc1cccc(-c2nnc(SCC(N)=O)n2-c2ccc(Cl)cc2)c1,-7,/,5[fluorescence artefact?],-0.7,-0.1,-7,2,-0.1,-59
CS(=O)(=O)Nc1ccc(C(=O)NCCSCc2ccccc2)cc1,2,-1.1,-2,0.6,0.6,0,2,0.2,11
O=C(CCC(=O)N1CCN(c2ccccc2)CC1)Nc1nnc(C2CCCCC2)s1,-5,0.36,6,1.8,0.0,/,-4,-0.2,-1
Cc1c(Br)c(-c2n[nH]c(=S)n2Cc2ccco2)nn1C,-17,-0.66,1[fluorescence artefact?],0.8,0.9,15,-12,1.6,7
O=C1C2=C(c3ccccc31)[N+](=O)C1CCCCC1N2[O-] (stereo unspecified),-4,-0.2,2[fluorescence artefact?],-2.6,0.1,4,-5,0.7,-40
CCCC(=O)Nc1ccc(C(=O)NCCc2ccc(F)cc2)cc1,-9,-0.77,6[fluorescence artefact?],1.3,2.5,5,-8,0.7,-11

# Reformatted as tab-separated lines: four of the compounds above.
molecule	MDM2 E3 inh	KCC2 mod	eIF4E-4G inh	TNF death inh	L929 necroptosis	Rad51 HR inh	EBV gp42 block	PERK inhibitor	Calpain2 inh
CCNC(=S)NNC(=O)c1ccoc1C	-19	/	-2[fluorescence artefact?]	-0.3	1.2	-8	-8	0.3	-1
CCOC(=O)N1CCN(C(=O)C2COc3ccccc3O2)CC1 (stereo unspecified)	-23	0.67	-1[fluorescence artefact?]	0.3	0.1	-12	-14	0.1	-4
C=CCNC(=O)CSc1nnc(C(CC)N(C)C)n1C1CCCCC1 (stereo unspecified)	-16	0.22	0	3.3	0.0	17	-4	1.0	-19
COc1ccc(/C=C\C(=O)NCC(=O)N/N=C/c2ccc(O)cc2O)cc1	-5	0.91	-1	-1.2	0.7	/	8	0.4	7
